Source: PubChem BioAssay
SMN2 splice enh – qHTS Assay for Enhancers of SMN2 Splice Variant Expression. HEK293 SMN2-luciferase splicing reporter, luminescence, 30-36 h. Potency, µM (doses to about 46.1 µM), for inactives: at the top dose activity change, positive = activation, hits mostly activators. 2.8% of 210,000 active; active = well fitted activation curve with a large enough effect; inconclusive = small, poorly fitted or top-dose-only effect; inactive = no such curve, though single readings can be large or run the other way; note: % of control where 0% means no effect; nearly all actives have a fitted effect of over 55% in size
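HEK293 cells carry an SMN2 minigene-luciferase reporter in which exon 7 inclusion puts luciferase in frame. Cells were seeded at 2000 cells/well, attached for 10-12 hours, then exposed to compounds for 30-36 hours at 37C before ONE-Glo luminescence.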
* = called active by the depositor; ? = inconclusive; [ ] = remark or other dose. Potency is the fitted concentration of half-maximal effect. This is a subset; rates above refer to the full screens.

SMILES	SMN2 splice enh
Cc1c(C)c2cc3c(c(C)c2oc1=O)OCN(CCc1ccccc1)C3	-3%
Cc1ccc(Nc2c(-c3cccs3)nc3nc(C)cc(C)n23)cc1	9%
CCCCN(Cc1ccccc1)S(=O)(=O)c1ccc2c(c1)CCN2C(=O)C1CCC1	-9%
Fc1cccc(Cl)c1Cn1c(-c2cccs2)nc2ccccc21	-24%
COc1ccccc1OCCCCn1c(C2CC(=O)N(c3ccccc3Cl)C2)nc2ccccc21 (stereo unspecified)	-19%
CCN1CCN(c2cc(C)c3cc(NC(=O)c4cccc(C(F)(F)F)c4)ccc3n2)CC1	-6%
CCc1ccccc1Nc1cc(C(=O)NCCCN(C)C2CCCCC2)c2ccccc2n1	-48%[inhibitor]
Cc1ccc(OCCCCn2c(-c3ccc(Cl)cc3)nc3ccccc3c2=O)cc1	-19%
Cc1nn(-c2ccccc2)c(OC(=O)c2cccc(Br)c2)c1S(=O)(=O)c1ccccc1	4%
COCCCNC(=O)C1CCN(Cc2nc(-c3ccc(OC)c(OC)c3)oc2C)CC1	0%
COc1ccc(-c2cc(C(F)(F)F)nc(SCCC(=O)Nc3cccc(OC)c3)n2)cc1	-6%
COc1cccc(CNCCSc2nnnn2C)c1OCc1ccccc1F	-22%
O=C(Cn1nc(-c2ccc(Cl)cc2)c2ccccc2c1=O)Nc1cccc(C(F)(F)F)c1	-10%
COc1ccccc1NC(=O)c1sc2nc3c(cc2c1N)CN(Cc1ccccc1)CC3	27%
COc1ccc(-c2noc(CSc3nnc(C)n3-c3ccc(OC)cc3)n2)cc1	-6%
Cc1cccc(N2CCN(Cc3nnc(-c4ccccc4C)o3)CC2C)c1 (stereo unspecified)	-9%
CC(C)c1ccc(Cc2cnc(NC(=O)c3ccc4c(c3)CC(c3ccccc3)OC4=O)s2)cc1 (stereo unspecified)	-11%
CC(C)C(NS(=O)(=O)c1ccc2c(c1)oc(=O)n2C)C(=O)NCCc1ccc(Cl)cc1 (stereo unspecified)	6%
CCC(=O)N1CCc2cc(Br)cc(S(=O)(=O)CCC(=O)Nc3ccccc3C)c21	15%
CCOc1ccc(CN2C(=O)c3ccccc3Sc3ccc(C(=O)NCc4ccc(C)cc4)cc32)cc1	-19%
CN(C(=O)c1cc2c(Cl)nc3ccccc3c2s1)c1cccc(C(F)(F)F)c1	2%
CCCN(C(=O)c1cc2c(=O)oc3ccccc3c2s1)c1ccc(CC)cc1	5%
O=C(CSc1nc(-c2ccc(F)cc2)cc(C(F)(F)F)n1)NCCc1ccccc1	-1%
CCOc1ccc(NC(=O)c2oc3ccccc3c2NC(=O)Cc2cccc(C)c2)cc1	3%
COc1ccc(CCNC(=O)c2ccc(Cn3c(=O)c4ccccc4n(Cc4ccc(F)cc4Cl)c3=O)cc2)cc1OC	0%
O=C(CCCn1c(=O)c2ccccc2n(Cc2cccc(Cl)c2)c1=O)NCCc1ccc(Cl)cc1	-4%
Cc1nc2nc(SCC(=O)NC3CCCCC3)nn2c(C)c1Cc1ccccc1Cl	-2%
COc1ccc(C)cc1NS(=O)(=O)c1cc(Br)cc2c1N(C(C)=O)C(C)C2 (stereo unspecified)	-31%[inhibitor]
CC(C)n1c(=N)c(C(=O)NC2CCCCC2)cc2c(=O)n3ccccc3nc21	-1%
CCCN(CCC)CCCNC(=O)C1CCCN(S(=O)(=O)c2cccc3nsnc23)C1 (stereo unspecified)	2%
COc1ccc(Cl)cc1NC(=O)Cn1nnc(C(=O)NCc2cccs2)c1N	-15%
COc1ccc(C(=O)Nc2ccc3oc(-c4ccc5ccccc5c4)nc3c2)cc1Br	-7%
CCOc1ccc(CNCc2c(C(=O)O)c(C)n(Cc3ccc(C)cc3)c2C)cc1	1%
CN1C(C(=O)c2ccccc2)=C(NC(=O)c2ccccc2Br)c2ccccc2S1(=O)=O	-7%
CCN(CC)C(=O)C1CCN(C(=O)c2cnn(-c3ccccc3)c2-n2cccc2)CC1	-14%
COc1ccc(NC(=O)c2c(-c3ccccc3)c(-c3ccccc3)nn(C)c2=O)cc1OC	-8%
COc1ccc(NC(=O)c2oc3ccccc3c2NC(=O)c2cc3ccccc3o2)c(OC)c1	14%
Cc1nnc(N2C(=O)c3oc4ccccc4c(=O)c3C2c2ccc(C(C)(C)C)cc2)s1 (stereo unspecified)	-1%
CCCOC(=O)c1c(NC(=O)C2c3ccccc3Oc3ccccc32)sc2c1CCC(C)C2 (stereo unspecified)	9%
CCOC(=O)COc1ccc(CC)cc1C(=O)c1ccn2nc(-c3ccc(Cl)cc3)cc2n1	18%
CC1=C(C(=O)OCC2CCCCC2)C(c2ccccc2F)CC(=O)N1 (stereo unspecified)	7%
Cn1c(=O)c(=O)n(C)c2cc(S(=O)(=O)CCC(=O)Nc3ccc(F)cc3)ccc21	4%
Cc1ccc(OCC(=O)Nc2ccc3nn(-c4ccc(Cl)cc4)nc3c2)cc1	-16%
O=C(Cn1ncc2c3ccccc3n(Cc3cccc(Cl)c3)c2c1=O)NCCCN1CCCCC1	7%
COc1ccc2c(C)c(CC(=O)NCc3ccc(C)cc3)c(=O)oc2c1OC	3%
CC1=C(C(=O)Nc2ccc(Cl)cc2)C(c2ccc(C(F)(F)F)cc2)n2nnnc2N1 (stereo unspecified)	2%
COc1cccc(NC(=O)CSc2nc3cc(OC)c(OC)cc3c3nc(-c4ccccc4)nn23)c1	5%
CC(Oc1ccccc1)C(=O)Nc1ccc(OCc2cc(=O)n3ccsc3n2)cc1 (stereo unspecified)	-14%
Cc1cccc(OCC(=O)Nc2ccc(S(=O)(=O)Nc3onc(C)c3C)cc2)c1C	6%
O=C(Cn1ncc2c3ccccc3n(Cc3cccc(Cl)c3)c2c1=O)Nc1ccc(F)cc1F	3%

New compounds follow.
SMILES	SMN2 splice enh
CCOC(=O)c1cc2c(=O)n3ccccc3nc2n(Cc2ccco2)c1=NC(=O)c1ccc(C)c(C)c1	0%
Cc1cccc(NC(=O)COc2ccc(-c3nn(C)c(=O)c4ccccc34)cc2)c1	-13%
Cc1ccc(NC(=O)N(Cc2cn(C)c3ccccc23)C2CCCCC2)cc1C	11%
O=C(Cn1ncc2c3ccccc3n(Cc3ccc(F)cc3)c2c1=O)NCc1cccs1	8%
COc1ccccc1CNC(=O)c1oc2ccc3c(c2c1C)C(=O)CC(C)(C)O3	13%
COC(=O)c1c(C)nn(-c2ccc(F)cc2)c1-n1cccc1	-2%
COc1ccc(-c2noc(N(c3ccc(F)c(Cl)c3)c3nc(-c4ccc(OC)c(OC)c4)no3)n2)cc1OC	3%
COc1cccc(Cn2c(-c3nonc3NC(C)=O)nc3ccccc32)c1	-5%
COc1cc(Cl)c(C)cc1NC(=O)CSc1cc(=O)n(C)c2cc(Cl)ccc12	13%
CCCC(=O)Oc1c(Sc2ccc(Cl)cc2)c(C)nn1-c1ccccc1	-4%
COC(=O)c1ccccc1NC(=O)c1c(C)oc2ncn(C)c(=O)c12	-1%
O=C(Cn1cc(S(=O)(=O)c2ccc(F)cc2)c(=O)c2cc3c(cc21)OCO3)Nc1ccccc1	-3%
Cc1cc(C)c2c(CC(=O)N3CCN(c4cccc(Cl)c4)CC3)coc2c1	-9%
COc1cc(NS(=O)(=O)c2ccc(NC(=O)c3ccc(OC)c(Br)c3)cc2)nc(OC)n1	1%
CC(C)(C)CC(C)(C)c1ccc(OCC(=O)Nc2ccc(S(=O)(=O)Nc3ncccn3)cc2)cc1	1%
Cc1ccc(-n2c(=O)c3c(cnn3C)n(CC(=O)Nc3c(C)cccc3C)c2=O)cc1	3%
CCOc1ccc(NC(=O)CSc2nnc3scc(-c4ccc(Cl)cc4)n23)cc1	-2%
Cc1c(Cl)cccc1-c1ccc(C(=O)Nc2ccc3oc(-c4cccnc4)nc3c2)o1	-7%
O=C1c2oc3ccccc3c(=O)c2C(c2cccc(O)c2)N1c1nncs1 (stereo unspecified)	25%
COc1cccc(CNC(=O)CCc2c(C)nc3c(c(C)nn3-c3ccc(C)c(C)c3)c2C)c1	-9%
CCOC(=O)c1cc(NC(=O)c2ccc(Cl)cc2)c(=O)n2c1oc1ccccc12	-3%
Cc1nc(CC(=O)Nc2ccc(C(N)=O)cc2)cs1	-26%
CC(C)c1ccc(OCC(=O)Nc2c(Cl)ccc3nsnc23)cc1	31%
CCN(CC)CCCNC(=O)c1cc(-c2ccc(OC)c(OC)c2)on1	-9%
CCOc1ccc(C2C(C(=O)Nc3ccccc3)=C(C)Nc3nc(-c4ccccc4Cl)nn32)cc1OC (stereo unspecified)	-8%
Clc1ccc(OCc2nc(-c3ccc(-n4cccc4)cc3)no2)cc1	-4%
COc1ccc(Cl)cc1NC(=O)Cn1c(=O)c2ccccc2n2nncc12	-15%
COc1ccccc1-c1nn(CCC(=O)Nc2cccc(C(C)=O)c2)c2nc(C)cc(C)c12	-12%
CCCN1C(=O)C(O)(CC(=O)c2ccc(C(C)C)cc2)c2ccccc21 (stereo unspecified)	-19%
O=C1c2[nH]nc(-c3ccccc3O)c2C(c2ccc(F)cc2)N1CCO (stereo unspecified)	0%
COc1cccc(C(=O)n2nc(-c3ccco3)nc2NCc2cccs2)c1	21%
Cc1cccc(NC(=O)Cn2c(=O)oc3cc(S(=O)(=O)NC4CCCC4)ccc32)c1	-14%
CCCOc1cccc(C(=O)Nc2cc(-c3nc4ccccc4[nH]3)ccc2C)c1	-48%[inhibitor]
Nc1c(-c2nc(-c3ccc(Cl)cc3)cs2)c2ccccn2c1C(=O)c1ccc2c(c1)OCO2	3%
COc1ccc(-c2cc(-c3ccccc3)nc3c2COc2ccc(F)cc2-3)cc1	-2%
O=C(NCCCc1nc2ccccc2n1Cc1ccccc1Cl)C1CCCCC1	-1%
CCOC(=O)CCc1c(C)nc2c(c(C)nn2-c2ccc(C)cc2)c1C	2%
COc1cc(OC)cc(C(=O)Nc2cc(-c3nc4ccccc4[nH]3)ccc2C)c1	0%
CCOC(=O)C1CCCN(C(=O)Cn2ncc3c4ccccc4n(Cc4ccccc4)c3c2=O)C1 (stereo unspecified)	-2%
CC(C)Cn1c(-c2ccc(S(=O)(=O)N3CCOCC3)cc2)csc1=Nc1cc(Cl)ccc1Cl	1%

In the list so far, 2 have a tert-butyl group.
SMILES	SMN2 splice enh
Cc1nnc(N2C(=O)c3oc4ccccc4c(=O)c3C2c2ccc(C(C)(C)C)cc2)s1 (stereo unspecified)	-1%
CC(C)(C)CC(C)(C)c1ccc(OCC(=O)Nc2ccc(S(=O)(=O)Nc3ncccn3)cc2)cc1	1%

Following part
SMILES	SMN2 splice enh
COC(=O)c1cc(OC)c(OC)c(OC)c1NC(=O)c1cc(=O)n(C)c(=O)n1C	1%
N#Cc1ccccc1CSc1nnc(-c2ccc(Br)cc2)o1	?
Cc1ccc2c(=O)cc(C(=O)Nc3cccc(Cl)c3C)oc2c1C	25%
Cc1cccc(C)c1NC(=O)C1CCCN(S(=O)(=O)c2c(C)noc2/C=C/N(C)C)C1 (stereo unspecified)	-6%
CCc1nnc2c3ccccc3nc(Nc3cc(C)cc(C)c3)n12	-12%
Cc1ccc(NC(=O)c2oc3ccccc3c2NC(=O)c2ccc(F)c(F)c2)cc1	-4%
O=C(OCc1ccccc1Cl)c1ccc(-c2nnn(Cc3ccc(F)cc3)n2)cc1	-2%
O=C(NCc1ccccc1)C1CCC(CNS(=O)(=O)c2ccc(Br)s2)CC1 (stereo unspecified)	-13%
CCN(CC)c1nc(-c2ccccc2Cl)c2cc(Br)ccc2n1	-10%
CCn1cc(S(=O)(=O)c2ccccc2)c(=O)c2cc(F)c(F)cc21	-4%
Cc1ccc(NCc2cccn2-c2nnc(N3CCC(C(=O)NCc4ccccc4C)CC3)s2)cc1	-49%[inhibitor]
CCN(CC)C(=O)Cn1c(=O)n(CCc2ccccc2)c(=O)c2ccccc21	-8%
CCOC(=O)c1oc2ccc(S(=O)(=O)n3nc(-c4ccc(Br)cc4)cc3N)cc2c1C	4%
Cn1c(=O)n(C)c2cc(N3CCOCC3)c(NC(=O)c3ccccc3Br)cc21	19%
CCCS(=O)(=O)Nc1cc(-c2cn3ccc(C)cc3n2)ccc1C	15%
COc1ccc2c(c1)-c1nc(NC(=O)c3ccc(C)cc3)sc1CC2	12%
CC1CCN(S(=O)(=O)c2ccc3c(c2)CCN3C(=O)Nc2cccc(Br)c2)CC1	1%
Cc1ccccc1-c1nc(CS(=O)(=O)CC(=O)Nc2cc(Cl)cc(Cl)c2)c(C)o1	3%
CCOC(=O)N1CCN(C(=O)c2ccc3c(c2)N(Cc2ccccc2F)C(=O)c2ccccc2S3(=O)=O)CC1	-2%
CC(C)CC(NS(=O)(=O)c1ccc2c(c1)oc(=O)n2C)C(=O)NCc1ccccc1Cl (stereo unspecified)	4%
Cc1ccc(CNC(=O)c2ccc3c(c2)N(Cc2ccccc2)C(=O)c2ccccc2S3(=O)=O)cc1	-4%
CCOC(=O)COc1ccc([N+](=O)[O-])cc1-c1ccnc2cc(-c3ccc(Cl)cc3)nn12	-1%

By substructure: those above containing bromine.
SMILES	SMN2 splice enh
Cc1nn(-c2ccccc2)c(OC(=O)c2cccc(Br)c2)c1S(=O)(=O)c1ccccc1	4%
CCC(=O)N1CCc2cc(Br)cc(S(=O)(=O)CCC(=O)Nc3ccccc3C)c21	15%
COc1ccc(C)cc1NS(=O)(=O)c1cc(Br)cc2c1N(C(C)=O)C(C)C2 (stereo unspecified)	-31%[inhibitor]
COc1ccc(C(=O)Nc2ccc3oc(-c4ccc5ccccc5c4)nc3c2)cc1Br	-7%
CN1C(C(=O)c2ccccc2)=C(NC(=O)c2ccccc2Br)c2ccccc2S1(=O)=O	-7%
COc1cc(NS(=O)(=O)c2ccc(NC(=O)c3ccc(OC)c(Br)c3)cc2)nc(OC)n1	1%
N#Cc1ccccc1CSc1nnc(-c2ccc(Br)cc2)o1	?
O=C(NCc1ccccc1)C1CCC(CNS(=O)(=O)c2ccc(Br)s2)CC1 (stereo unspecified)	-13%
CCN(CC)c1nc(-c2ccccc2Cl)c2cc(Br)ccc2n1	-10%
CCOC(=O)c1oc2ccc(S(=O)(=O)n3nc(-c4ccc(Br)cc4)cc3N)cc2c1C	4%
Cn1c(=O)n(C)c2cc(N3CCOCC3)c(NC(=O)c3ccccc3Br)cc21	19%
CC1CCN(S(=O)(=O)c2ccc3c(c2)CCN3C(=O)Nc2cccc(Br)c2)CC1	1%
